High-throughput results from PubChem.
DTT redox prof – compounds producing H2O2 with reducing agent – biochemical, NIH compound library profiling, artefact control for MLSCN library redox annotation, primary screen; DTT-dependent redox cycling H2O2, phenol red/HRP absorbance; 100% = 100 µM peroxide control, 0% = buffer; activation, % at 10 µM; actives 0.03% (n = 200,000); AID 878;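 active = activation of at least 50% relative to the plate's high and low controls in the primary single-dose screen; inactive = activation below 50%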;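 note: compound incubated with DTT at 0.8 mM final as the reducing agent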
APP 5'UTR act – APP 5'UTR luciferase reporter activation. actives 1% (n = 190,000). AID 1276. activation, % at 2 µM. SH-SY5Y APP 5'UTR luciferase reporter, luminescence; zero percent = DMSO vehicle wells;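 active = activation above a set limit, based on mean plus 3 SD of controls, cut at about 140% in these data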; note: values of inactives mirror those of a sister screen read the other way
FLuc stim CS – firefly luciferase counter-screen for stimulation assays. P08659. ATPlite luciferase biochemical, luminescence, 10 min; 0 = ATP-free wells, 1 = DMSO control. activation factor at 10 µM. 200,000 tested, under 10 active. AID 1027;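 active = luciferase activation factor, scaled between plate controls, of at least 2 with compound at 10 µM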
Target sequence (P08659 whole entry, looked up): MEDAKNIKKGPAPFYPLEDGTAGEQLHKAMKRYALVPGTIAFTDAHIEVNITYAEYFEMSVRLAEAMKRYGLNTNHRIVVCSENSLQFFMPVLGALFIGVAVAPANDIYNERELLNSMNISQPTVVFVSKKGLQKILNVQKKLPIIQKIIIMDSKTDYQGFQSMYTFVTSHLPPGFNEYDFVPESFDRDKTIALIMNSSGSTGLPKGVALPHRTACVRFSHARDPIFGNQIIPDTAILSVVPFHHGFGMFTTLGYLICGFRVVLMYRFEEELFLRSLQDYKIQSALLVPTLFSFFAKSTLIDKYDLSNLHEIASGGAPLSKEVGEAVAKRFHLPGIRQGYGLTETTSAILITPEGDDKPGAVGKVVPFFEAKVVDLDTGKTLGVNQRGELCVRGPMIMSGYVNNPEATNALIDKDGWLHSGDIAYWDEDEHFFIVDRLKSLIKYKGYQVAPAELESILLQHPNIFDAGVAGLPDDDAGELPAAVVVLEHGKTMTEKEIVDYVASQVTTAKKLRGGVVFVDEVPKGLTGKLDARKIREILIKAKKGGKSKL
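Assay system: Luciferase/luciferin detection reagent, cell-free biochemical luciferase assay / Read-out: luciferase activation / Benchmarks: No-ATP low control, compound-free enzyme-plus-ATP high control / Medium: PBS buffer for ATP / Detection: luminescence measurement of luciferase light output / Schedule: 10 min at ambient temperature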
APP transl inh – APP translation inhibition; SH-SY5Y APP 5'UTR-luciferase reporter, luminescence; inhibition, % at 2 µM; actives 0.82% (n = 190,000); AID 1285;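 active = inhibition above a set limit, derived from the sample mean plus 3 SD, cut at about 45% in these data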; note: values of inactives mirror those of a sister screen read the other way
STAT1 activator – STAT1 signaling activation | NIH 3T3 STAT1-luciferase reporter, IFN-gamma, luminescence; 100% = IFN-gamma alone, no compound | activation (% of control), % at 5.5 µM | actives 2.6% (n = 200,000) | AID 932;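 active = activation above the screen-wide mean activation plus 3 SD, cut at about 130% in these data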;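 note: raw ratio to IFN-gamma control signal so 100% means no change and 0% no light; values of inactives mirror those of a sister screen read the other way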
FLuc inh counter – counter-screen for luciferase assay inhibitors: firefly luciferase inhibition | P08659 | inhibition, % at 10 µM | actives 1.5% (n = 200,000) | AID 1006 | ATPLite firefly luciferase biochemical luminescence, 10 min;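 active = inhibition above about 50% when tested at 10 µM, limit read from the data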
Hsp70 act – Hsp70 transcriptional activation, primary screen; HeLa Hsp70 promoter luciferase reporter, luminescence; scaled: vehicle 0, proteasome-inhibitor control 100%; actives 0.04% (n = 200,000); activation, % at 10 µM; AID 1203;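 active = activation above the mean across all tested compounds plus 3 SD, cutoff set per campaign, cut at about 5.5% in these data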;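 note: 100% = MG132 at 30 µM as the positive control and 0% = DMSO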
NF-kB expr up – NF-kB expression increase, human neuronal cells. NF-kB reporter expression; hits give high values. fold change at 12.5 µM. actives 1.6% (n = 190,000). AID 1239; in the data active = fold change above about 3.3
G6PDH CS – inhibits Leuconostoc G6PDH, flagging false hits in G6PDH-based assays. Purified L. mesenteroides G6PDH, diaphorase/resazurin coupled fluorescence, 45 min. actives 0.12% (n = 200,000). inhibition, % at 5 µM; in the data active = inhibition above about 50%
Efa HMGR inh – inhibitors of class II HMG-CoA reductase from Enterococcus faecalis; purified E. faecalis HMGR, NADPH absorbance 340 nm kinetic; inhibition, % at 10 µM; actives 0.41% (n = 190,000); AID 1066;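 active = inhibition above a set limit, the median over all tested compounds plus 3 SD, cut at about 9.5% in these data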;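 note: enzyme runs in reverse so mevalonate oxidation gives rising NADPH absorbance; 0% = complete reaction with DMSO and 100% = background rate lacking mevalonate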
Starred values were filed as active, the others as inactive. This is a random part of the collection; 5.3% or so of the library scored in one or more.

SMILES | DTT redox prof | APP 5'UTR act | FLuc stim CS | APP transl inh | STAT1 activator | FLuc inh counter | Hsp70 act | NF-kB expr up | G6PDH CS | Efa HMGR inh
C=C(C)CNC(=S)Nc1cccc2cnccc12 | 1.4 | 8 | 1 | -8 | 92 | -2 | 0.0 | 0.86 | -5 | -1
Cc1cc(CNC(=O)c2cc(-c3ccccc3)nc3ccccc23)nn1C | 3.7 | 1 | 1 | -1 | 104 | 2 | -0.2 | 1 | 15 | -5
CC(C)c1onc(C(=O)N2CCOCC2)c1[N+](=O)[O-] | 0.9 | -10 | 1 | 10 | 106 | 0 | -0.2 | 1.1 | 3 | -4
COc1cc(C(=O)OCc2ccc([N+](=O)[O-])cc2)cc(OC)c1OC | 13 | 3 | 1 | -3 | 104 | -3 | -0.3 | 1.1 | -1 | -3
CCN1CCCC1CN(Cc1cc2c(C)cc(C)cc2[nH]c1=O)C(=O)NC1CCCCC1 (centres undefined) | -0.4 | 13 | 1.1 | -13 | 101 | -8 | -0.1 | 1.2 | 3 | -9
Cc1ccc(S(=O)(=O)CCC(=O)Nc2ccc3nc(C)sc3c2)cc1 | 0.1 | 12 | 1 | -12 | 95 | -2 | -0.2 | 0.95 | 10 | -1
CC1CCCCN1C(C(=O)O)c1ccccc1 (centres undefined) | -0.3 | 24 | 1 | -24 | 95 | -3 | -0.2 | 1.1 | 15 | -6
COc1ccc(-c2nnc(-c3cc4c(ccc5ccccc54)oc3=O)o2)cc1 | -0.4 | -2 | 1 | 2 | 103 | -4 | -0.2 | 1.2 | -6 | -3
CS(=O)(=O)N1CCN(c2nc3ccccc3s2)CC1 | -4.2 | -7 | 0.9 | 7 | 118 | 12 | -0.1 | 2 | 3 | 0
Cc1ccc(N(C(C)C(=O)Nc2ccc3c(c2)OCO3)S(C)(=O)=O)cc1 (centres undefined) | -3.8 | -2 | 1 | 2 | 96 | -1 | 0.5 | 1.1 | 14 | -5
Cc1ccccc1/C=N/NC(=O)Cn1cnc([N+](=O)[O-])n1 | 0.1 | -24 | 1 | 24 | 101 | -3 | 0.2 | 0.94 | 6 | 0
COc1ccc2[nH]c(C(=O)O)c(CCNC(C)=O)c2c1 | -0.3 | 5 | 1.1 | -5 | 106 | -5 | 0.0 | 1.1 | -3 | -1
COc1cc(OC)cc(C(=O)NC(C(=O)O)C23CC4CC(CC(C4)C2)C3)c1 (centres undefined) | -0.3 | -25 | 1 | 25 | 109 | 0 | -0.4 | 1.1 | 6 | 14*
O=C(COc1ccccc1Cl)Nc1cnn(Cc2ccccc2)c1 | 0.1 | 21 | 1.1 | -21 | 100 | -12 | -0.2 | 1.2 | 4 | -2
CCc1ccc(NC(=O)CN(N=Nc2nonc2C)c2nonc2C)cc1 | 0.0 | -2 | 1 | 2 | 99 | -1 | -0.2 | 1.1 | 14 | 2
CCOC(=O)C1=C(O)C(=O)N(c2ccc(S(N)(=O)=O)cc2)C1c1ccccc1 (centres undefined) | 1.1 | 11 | 1 | -11 | 80 | -4 | 0.0 | 1 | 1 | 1
Cc1sc2ncn(C(C)C(=O)OC3CCCCC3)c(=O)c2c1C (centres undefined) | -0.2 | -5 | 1 | 5 | 103 | 1 | -0.5 | 0.69 | 4 | 5
CS(=O)(=O)N(CC(=O)N1CCN(Cc2ccc3c(c2)OCO3)CC1)C1CCCCC1 | 1.0 | -6 | 1.1 | 6 | 97 | -10 | -0.1 | 1.2 | 12 | -4
COc1ccccc1NC(=O)COC(=O)c1ccc([N+](=O)[O-])s1 | 2.1 | -9 | 1.1 | 9 | 107 | -7 | -0.4 | 1.1 | -2 | 0
CCOC(=O)CSc1nc(C)[nH]c1[N+](=O)[O-] | -0.3 | 36 | 1 | -36 | 100 | -2 | 0.5 | 1.2 | 34 | -2
COc1cccc(/C(C)=N/NS(=O)(=O)c2ccc(Cl)cc2)c1 | -0.5 | 5 | 1 | -5 | 89 | -3 | 0.2 | 1.1 | 2 | -3
CCN(CC(=O)N1CCN(C)CC1)S(=O)(=O)c1ccc(Cl)cc1 | 0.1 | 5 | 1 | -5 | 104 | -1 | -0.3 | 1.3 | -5 | 0
O=C1c2cc(S(=O)(=O)NCCCO)ccc2-c2ccc(S(=O)(=O)NCCCO)cc21 | 0.1 | 22 | 1.1 | -22 | 111 | -9 | -0.1 | 1.3 | 1 | -2
O=C(C1CCCN1S(=O)(=O)c1cccc2cccnc12)N1CCN(c2ccccc2)CC1 (centres undefined) | -1.2 | -1 | 1.1 | 1 | 96 | -8 | 0.0 | 0.84 | 7 | -7
Cc1nn2c(=O)c(NC(=O)c3ccc(Cl)cc3)cnc2s1 | 1.5 | 28 | 1 | -28 | 97 | 1 | 0.1 | 1.5 | 5 | 2

Entries above containing a nitro group on carbon (5):
SMILES | DTT redox prof | APP 5'UTR act | FLuc stim CS | APP transl inh | STAT1 activator | FLuc inh counter | Hsp70 act | NF-kB expr up | G6PDH CS | Efa HMGR inh
CC(C)c1onc(C(=O)N2CCOCC2)c1[N+](=O)[O-] | 0.9 | -10 | 1 | 10 | 106 | 0 | -0.2 | 1.1 | 3 | -4
COc1cc(C(=O)OCc2ccc([N+](=O)[O-])cc2)cc(OC)c1OC | 13 | 3 | 1 | -3 | 104 | -3 | -0.3 | 1.1 | -1 | -3
Cc1ccccc1/C=N/NC(=O)Cn1cnc([N+](=O)[O-])n1 | 0.1 | -24 | 1 | 24 | 101 | -3 | 0.2 | 0.94 | 6 | 0
COc1ccccc1NC(=O)COC(=O)c1ccc([N+](=O)[O-])s1 | 2.1 | -9 | 1.1 | 9 | 107 | -7 | -0.4 | 1.1 | -2 | 0
CCOC(=O)CSc1nc(C)[nH]c1[N+](=O)[O-] | -0.3 | 36 | 1 | -36 | 100 | -2 | 0.5 | 1.2 | 34 | -2

(list continues)
SMILES | DTT redox prof | APP 5'UTR act | FLuc stim CS | APP transl inh | STAT1 activator | FLuc inh counter | Hsp70 act | NF-kB expr up | G6PDH CS | Efa HMGR inh
CC(NC(=O)C(C(=O)c1cccc([N+](=O)[O-])c1)n1cc(Cl)ccc1=O)c1ccccc1 (centres undefined) | 0.1 | -11 | 1 | 11 | 94 | -2 | 0.0 | 1.4 | -4 | -5
COc1ccc(CNC(=O)COC(=O)CC2CC3CCC2C3)cc1OC (centres undefined) | -0.1 | 6 | 1 | -6 | 100 | -1 | -0.4 | 0.97 | 10 | -1
CN(CC(=O)Nc1cccc2c1CCCC2)S(=O)(=O)c1ccc(Cl)cc1 | 4.3 | 7 | 1.1 | -8 | 104 | -6 | -0.4 | 1.3 | -5 | 1
NC(=O)c1ccc[n+](CC(=O)OCCC23CC4CC(CC(C4)C2)C3)c1 | -8.0 | 12 | 1.1 | -12 | 103 | -7 | -0.2 | 0.53 | 12 | 0
Cc1cc(Br)c(NC(=O)COn2nnc3ccc(S(C)(=O)=O)cc32)c(Br)c1 | 0.1 | -16 | 1.1 | 16 | 100 | -7 | -0.2 | 1.1 | 6 | -4
C/C(=N/NC(=O)CNC(=O)C1COc2ccccc2O1)c1cccc(O)c1 (centres undefined) | 0.3 | 21 | 1 | -21 | 103 | -1 | -0.1 | 1.1 | 2 | -1
CC(=O)N1N=C(c2ccncc2)OC12CCCCCC2 | -0.2 | 7 | 1 | -7 | 94 | -2 | -0.4 | 0.98 | 3 | -3
COc1cccc(NC(=O)Cn2c(=O)c3c(ncn3Cc3ccccc3)n(Cc3ccccc3)c2=O)c1 | 1.1 | -12 | 1 | 12 | 94 | -3 | 0.1 | 0.8 | 15 | 1
Cc1ccc(CONC(=O)/N=C/N(C)C)cc1 | -3.2 | -16 | 1.1 | 16 | 103 | -7 | -0.2 | 1.1 | 2 | 2
COc1cc(C2C(Oc3ccccc3C)C(=O)N2Cc2ccc(F)cc2)cc(OC)c1OC (centres undefined) | 0.0 | -6 | 1 | 6 | 87 | -3 | -0.2 | 0.88 | 10 | -6
COc1ccccc1NS(=O)(=O)c1ccc(C(=O)OCC(=O)NCc2ccco2)cc1 | 2.5 | 6 | 1.1 | -6 | 99 | -7 | -0.2 | 1.1 | 8 | -3
Cc1oc2ccc(OCc3ccccc3F)cc2c1C(=O)O | 0.1 | -3 | 1 | 2 | 102 | -3 | -0.4 | 1 | 1 | -1
CC12CN3CC(C)(CN(C1)C3c1ccccc1)C2O (centres undefined) | -0.3 | -10 | 1 | 10 | 94 | -3 | -0.4 | 1.3 | 8 | 0
COC(=O)c1ccc(NC(=O)c2cn(-c3cccc(C)n3)cn2)cc1 | -0.3 | -9 | 1 | 9 | 104 | -3 | 0.0 | 1 | 1 | 0
COc1ccc(S(=O)(=O)Nc2cc(Cl)ccc2OC)cc1 | 2.1 | -87 | 1 | 87* | 96 | -3 | -0.1 | 1.4 | 6 | 1
COc1ccc2nc(/N=C(\N)NC(=O)N3c4ccccc4Sc4ccccc43)nc(C)c2c1 | 3.3 | 2 | 1 | -2 | 109 | -2 | -0.3 | 0.6 | 1 | -6
CCCn1cnc2cc(NCc3cccc(OC)c3O)ccc21 | 0.1 | -1 | 0.9 | 1 | 118 | 14 | 0.0 | 1.5 | 10 | 0
N#Cc1cc(NC2CCCC2)c([N+](=O)[O-])cc1C#N | 0.1 | -9 | 1 | 9 | 88 | -4 | -0.3 | 1.3 | 19 | -3
CCN(C(=O)Nc1ccccc1OC)c1c(N)n(Cc2ccccc2)c(=O)[nH]c1=O | 0.1 | 21 | 1.1 | -21 | 102 | -7 | 0.0 | 0.99 | -1 | -3
Cc1cc(F)ccc1NC(=O)C1CCCO1 (centres undefined) | 0.4 | -6 | 1.1 | 6 | 109 | -9 | 0.1 | 0.95 | 7 | 4
Nc1c(-c2ccccc2)cnc2ncnn12 | -9.8 | 5 | 1 | -5 | 100 | -4 | -0.2 | 0.99 | 3 | -3
COc1ccc(C(C(=O)NC2CCCC2)N(Cc2cccs2)C(=O)c2ccn[nH]2)cc1OC (centres undefined) | 4.9 | -2 | 1.1 | 2 | 100 | -6 | 0.3 | 0.88 | 7 | -9
O=C(COC(=O)c1c2c(nc3ccccc13)CCCC2)Nc1ccc2c(c1)OCO2 | 1.7 | -6 | 1 | 6 | 104 | -3 | -0.4 | 0.41 | 2 | -1
Cn1cc(C(=O)c2ccccc2)cc1-c1nc2ccccc2n1C | 0.2 | -2 | 1.1 | 2 | 94 | -8 | -0.3 | 0.78 | -4 | -3
CCCCN(C)CCCNC(=O)Cn1c(=O)sc2ccccc21 | -2.8 | 1 | 1.1 | -1 | 93 | -7 | -0.2 | 0.98 | 6 | -1
CC(C)c1ccc(C(=O)NC2=NCCS2)cc1 | -0.6 | 167* | 0.2 | -167 | 145* | 84* | -0.2 | 1.1 | 6 | -1
Cc1ccc(S(=O)(=O)N(C)CC(=O)OCC(=O)N2CCN(c3ccccc3)CC2)cc1 | 0.1 | 1 | 1.1 | -1 | 100 | -6 | -0.2 | 1 | 13 | -3
Cn1c(=O)[nH]c(=O)c2c1nc(N1CCCC1)n2CCCSc1nnnn1-c1ccccc1 | -0.8 | -2 | 1 | 2 | 91 | -1 | -0.3 | 1.1 | -8 | -5
COc1ccc(NC(=O)CSc2nccn2-c2ccccc2)c(OC)c1 | -1.8 | 16 | 1.1 | -16 | 110 | -6 | 0.0 | 1.1 | -24 | -1
